RGS4 act: potentiators or activators of RGS4 | HEK293 M3R/inducible RGS4, carbachol calcium flux Fluo4; hits give low values | B-score at 10 µM | hit rate 0.92% among 310,000;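 active = B-score of the integrated calcium signal more than 4 SD below the library mean, with starting fluorescence not abnormally high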;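 also: negative B-score means reduced calcium response which marks RGS4 activation or potentiation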
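Test system: HEK293 cells with stable M3R and inducible RGS4; also added: carbachol at ECmax as muscarinic agonist stimulus; schedule: dye loading 30 min 37 °C, buffer rest 30 min RT; technique: kinetic calcium fluorescence imaging with Fluo4-AM dye, 2 µM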
TMEM16A act: activators or potentiators of mouse TMEM16A chloride channel; B-score at 10 µM; HEK293 TMEM16A/YFP-H148Q/I152L, iodide quench fluorescence; hits give low values; hit rate 0.3% among 340,000;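 active = fluorescence-ratio B-score plate-corrected deviation score at least 3 library SD below zero, with starting fluorescence score within 5 deviations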;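 also: channel opened by trigger with iodide after compound preincubation; score built on the fluorescence ratio of max minus min over baseline; more negative score means more quench and so TMEM16A activation or potentiation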
Target sequence (Q8BHY3 whole entry, looked up): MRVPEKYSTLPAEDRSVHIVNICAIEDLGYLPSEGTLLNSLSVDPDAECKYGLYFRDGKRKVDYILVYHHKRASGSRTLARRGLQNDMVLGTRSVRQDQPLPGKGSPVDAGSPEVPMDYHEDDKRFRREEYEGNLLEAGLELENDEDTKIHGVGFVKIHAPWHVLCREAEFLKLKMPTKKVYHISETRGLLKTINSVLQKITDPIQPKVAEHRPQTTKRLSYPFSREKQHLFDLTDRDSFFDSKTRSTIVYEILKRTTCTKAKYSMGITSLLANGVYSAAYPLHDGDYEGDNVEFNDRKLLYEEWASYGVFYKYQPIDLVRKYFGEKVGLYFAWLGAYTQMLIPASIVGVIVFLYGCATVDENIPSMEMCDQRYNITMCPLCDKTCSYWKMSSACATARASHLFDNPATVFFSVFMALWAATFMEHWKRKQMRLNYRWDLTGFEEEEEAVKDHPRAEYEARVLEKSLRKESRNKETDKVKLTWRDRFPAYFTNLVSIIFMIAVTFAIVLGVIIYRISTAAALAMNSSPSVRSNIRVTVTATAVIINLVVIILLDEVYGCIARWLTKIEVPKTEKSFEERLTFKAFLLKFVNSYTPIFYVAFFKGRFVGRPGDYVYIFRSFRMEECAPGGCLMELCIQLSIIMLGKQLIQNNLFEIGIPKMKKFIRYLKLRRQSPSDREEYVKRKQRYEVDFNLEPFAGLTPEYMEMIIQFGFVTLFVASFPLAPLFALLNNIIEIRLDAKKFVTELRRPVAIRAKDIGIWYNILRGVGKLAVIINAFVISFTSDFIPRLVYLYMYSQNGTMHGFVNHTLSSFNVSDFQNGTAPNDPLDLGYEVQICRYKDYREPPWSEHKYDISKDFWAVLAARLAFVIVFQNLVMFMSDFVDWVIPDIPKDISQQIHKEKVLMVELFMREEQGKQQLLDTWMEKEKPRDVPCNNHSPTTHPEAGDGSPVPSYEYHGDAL
HDAC3 inhib: human HDAC3 inhibition. hit rate 0.15% among 320,000. recombinant HDAC3, fluorogenic peptide/trypsin coupled, fluorescence. inhibition, % at 8.3 µM. O15379; in the data active = inhibition above about 26%, passing the limit was not always enough; inconclusive = no clear call, values can overlap the other calls
RGS4 block: inhibitors of human RGS4; hit rate 0.45% among 310,000; HEK293 M3R/RGS4 inducible, Fluo-4 calcium flux; hits give high values; triggered by carbachol at its EC20; B-score at 10 µM; P49798;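 active = B-score, a plate-corrected calcium signal, over three deviations above library mean, with baseline fluorescence within five deviations of library mean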;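 also: RGS4 expression induced by doxycycline in cells with stable M3 receptor; B-score is computed from the integrated fluorescence ratio over baseline after carbachol; higher B-score means a larger calcium signal and so more RGS4 inhibition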
MrgX1 PAM: allosterically activates human MrgX1 receptor signaling. MrgX1-HEK293, Fluo-4 calcium flux, FDSS; hits give high values. B-score at 10 µM. AID 588675. hit rate 0.63% among 310,000. Q96LB2;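 active = plate-corrected calcium response at least 3 library SD above typical, normal starting fluorescence, not activating the receptor alone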;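 also: compound read alongside a low EC10 to EC30 dose of BAM8-22 agonist; peak minus trough fluorescence over baseline measured at the second addition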
MrgX1 antagonist: human MrgX1 receptor antagonism, primary screen; Q96LB2; MRGX1-HEK293 calcium flux, Fluo-4, BAM8-22 antagonism; hits give low values; B-score at 10 µM; hit rate 1.3% among 310,000;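 active = calcium-response B-score plate-corrected more than 3 library SD below zero, starting fluorescence within 5 deviations, no agonist response on first addition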;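 also: peak minus trough fluorescence over baseline after final BAM8-22 challenge near maximal dose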
SKKanGAS inh: inhibitors of SKKanGAS S. pyogenes growth in kanamycin (SK-promoter or general growth effect) | BacTiter-Glo, 6 h | inhibition, % at 7.5 µM | hit rate 1.3% among 300,000 | AID 1662;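 active = mean replicate score, as percent of positive control median, at least 50; inconclusive = mean below 50 but one replicate at or above 50; inactive = mean and every replicate below 50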;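 also: strain carries kanamycin resistance gene driven by streptokinase promoter and grows in 40 µg/ml kanamycin; loss of luminescence reflects streptokinase promoter inhibition or plain growth inhibition; 0% = median of DMSO wells and 100% = positive control at its reference dose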
TRPC6 inh: mouse TRPC6 channel inhibition. HEK293-TRPC6, membrane potential dye, ACh-evoked depolarization; hits give low values. B-score at 10 µM. hit rate 1.1% among 310,000. AID 2553;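 active = B-score under library mean minus 3 SD, initial fluorescence not abnormally high, positive integrated signal ratio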;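 also: B-score derived from integrated fluorescence ratio over the kinetic read; more negative B-score means stronger inhibition of depolarization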
MrgX1 agonist: activates human MrgX1 receptor signaling. MrgX1-HEK293 cells, Fluo-4 calcium fluorescence, agonist mode; hits give high values. B-score at 10 µM. hit rate 0.44% among 310,000;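 active = calcium response B-score plate-corrected fluorescence ratio at least 3 library SD, with starting fluorescence B-score inside 5 SD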
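Assay system: MrgX1-expressing HEK293 cells / Amount: fifteen thousand cells per well / Doses: test compound in the initial addition of three / Timing: cells plated overnight, dye loaded 0.5 h 37 °C, 0.5 h room temperature / Technique: kinetic calcium dye fluorescence, Fluo-4 NW / Control set: positive and negative controls per plate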
TRPC6 activator: activates the mouse TRPC6 cation channel | Q61143 | HEK293-TRPC6 membrane potential dye fluorescence; hits give high values | B-score at 10 µM | hit rate 0.13% among 310,000;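 active = B-score of the integrated fluorescence ratio above library mean plus 3 SD, and starting fluorescence ratio within library mean plus 5 SD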;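 also: higher score means more depolarization so channel activation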
TMEM16A inh: blocks the mouse calcium-activated chloride channel TMEM16A; HEK293 TMEM16A/YFP iodide influx fluorescence, ionomycin; normalized B-score (activity score, 25-100; higher = stronger inhibition) at 10 µM; hit rate 1.2% among 310,000;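 active = ratio plate-corrected score three or more library SD toward inhibition, starting fluorescence score within five deviations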;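 also: score derived from kinetic fluorescence span divided by baseline fluorescence per well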
The depositor's hits bear a star; i = inactive; ? = inconclusive; / = not tested or not shown.

SMILES	RGS4 act	TMEM16A act	HDAC3 inhib	RGS4 block	MrgX1 PAM	MrgX1 antagonist	SKKanGAS inh	TRPC6 inh	MrgX1 agonist	TRPC6 activator	TMEM16A inh
Nc1nc(CSC(=S)N2CCCCC2)nc(Nc2ccccc2)n1	i	i	6	i	i	i	-5	i	i	i	i
Cc1nc(NC(CC(C)C)C(=O)O)c2nc(C)oc2n1 (centres undefined)	i	i	-6	i	i	i	-2	i	i	i	i
Cc1ccc(S(=O)(=O)Cc2ccc(C(=O)NCc3cccs3)o2)cc1	i	i	6	i	i	i	7	i	i	i	i
NS(=O)(=O)c1ccc(CCNC(=S)Nc2ccc(F)cc2)cc1	i	i	2	i	i	i	1	i	i	i	i
Brc1ccc(-c2nc3ncccn3c2NC2CCCCC2)o1	i	i	0	i	i	-5.3*	0	-5*	i	i	i
COc1cccc(C(C)N(C)Cc2nc(COc3ccccc3)no2)c1 (centres undefined)	i	i	/	i	i	i	2	i	i	i	i
CC(C)C12CN3CC(C(C)C)(CN(C1)C3c1ccco1)C2=O (centres undefined)	i	i	6	i	i	i	-9	i	i	i	i
O=C1OC(=O)C2C1[C@@H]1CC[C@H]2O1 (some centres undefined)	i	i	-4	i	i	i	-1	i	i	i	i
O=C(COC(=O)Cc1ccsc1)Nc1ccc(S(=O)(=O)N2CCOCC2)cc1	i	i	-6	i	i	i	-9	i	i	i	i
O=C(COc1ccc(Cl)cc1Cl)Nn1c(=S)[nH]c2ncccc2c1=O	i	i	4	i	i	i	11	i	i	i	i
CCCc1cc(=O)[nH]c(SCC(=O)N(CC)c2c(N)n(Cc3ccccc3)c(=O)[nH]c2=O)n1	i	i	1	i	i	i	7	i	i	i	i
CC(NCc1ccc(N(C)C)cc1)C1CC2CCC1C2 (centres undefined)	i	i	-3	i	i	i	-1	-6.5*	i	i	i
CCOC(=O)Cc1nnc(NC(=O)CSc2ccc(Cl)cc2)s1	i	i	7	i	i	i	-3	i	i	i	i
CCOc1ccc(-c2n[nH]c(=S)o2)cc1	i	i	-12	i	i	i	31	i	i	i	i
CCCc1cc(=O)[nH]c(SC/C=C/c2ccccc2)n1	i	i	-4	i	i	i	2	i	i	i	i
COc1cccc(CSc2nnnn2-c2ccc(O)cc2)c1	i	i	-7	i	i	i	1	i	i	i	i
COc1ccc(-n2nc(C(=O)NCC(=O)NCCCN3CCOCC3)c3ccccc3c2=O)cc1	i	i	2	i	i	i	5	i	i	i	i
COc1ccc(Cl)cc1N(C(=O)Nc1cccc(Cl)c1)C1=NCC(C)S1 (centres undefined)	i	i	1	i	i	i	26	i	i	i	i
N#Cc1cc(C(=O)c2cc(F)ccc2O)cn(Cc2ccccc2)c1=O	i	i	11	i	i	i	5	i	i	i	i
COc1cccc2c1OC1(C)CC2NC(=O)N1 (centres undefined)	i	i	-1	i	i	i	-8	i	i	i	i
Cn1nnnc1SCC(=O)NC(=O)NCc1ccccc1	i	i	7	i	i	i	7	i	i	i	i
Cc1cccc(/N=C/c2nc(-c3ccccc3Br)oc2O)n1	i	i	1	i	i	i	-7	i	i	i	i
COc1cccc(C(=O)Cn2c(=O)n(CCC(=O)NCC3CCCO3)c(=O)c3cc(OC)c(OC)cc32)c1 (centres undefined)	i	i	?	i	i	i	-7	i	i	i	i
CC1(C(=O)OCC(=O)c2c[nH]c3ccccc23)CC1(Cl)Cl (centres undefined)	i	i	3	i	i	i	-2	i	i	i	i
CCC(C(=O)c1ccccc1)N(C(=O)c1ccccc1Cl)N1C(=O)C2C3C=CC(C3)C2C1=O (centres undefined)	i	i	-2	i	i	i	0	i	i	i	i
CCN(CC)CCN(Cc1cc2cc3c(cc2[nH]c1=O)OCO3)C(=S)NC	i	i	-12	i	i	i	6	i	i	i	i
CCC(C)Nc1nc(N)c([N+](=O)[O-])c(Nc2cc(OC)ccc2OC)n1 (centres undefined)	i	i	-1	i	i	i	69*	i	i	i	i
CC(=O)Nc1ccc(/C=C2\Sc3ccccc3C2=O)cc1	i	i	-3	i	i	i	-5	i	i	i	i
COc1ccc(NC2=C(Cl)C(=O)N(CCc3ccccc3)C2=O)cc1	i	i	6	i	i	i	-8	i	i	i	i
CC(=O)c1cc2c(cc1N/C(=N/S(=O)(=O)c1ccc(C)cc1)c1ccccc1)OCO2	i	i	3	i	i	i	-7	i	i	i	i
CC1=C(C(=O)OCCOC(C)C)C(c2cc3c(cc2Br)OCO3)CC(=O)N1 (centres undefined)	i	i	4	i	i	i	-2	i	i	i	i
O=C(Nc1cccc(-c2nc3ccccc3s2)c1)c1cc(=O)c2ccccc2o1	i	i	3	i	i	i	11	i	i	i	i
Cn1nc(-c2ccccc2)c(C(O)c2ccc(Cl)cc2)c1Cl (centres undefined)	i	i	4	i	i	i	-3	i	i	i	i
Cc1nc(NC(=O)CC(C)C)sc1-c1csc(Nc2ccc(Cl)cc2Cl)n1	i	i	3	i	i	i	34	i	i	i	i
Cc1ccc2oc(=O)c3cnn(CC(=O)NC4CCC(C)CC4)c3c2c1 (centres undefined)	i	i	2	i	i	i	2	i	i	i	i
Nc1nnc(CCN2C(=O)CSC2=O)s1	i	i	-1	i	i	i	-22	i	i	i	i
CCc1cc2c(=O)[nH]c(Cc3ccc(Cl)cc3)nc2s1	i	i	-3	i	i	i	-5	i	i	i	i
Cn1cc(CN2CCC(n3nccc3NC(=O)C3CCCC3)CC2)cn1	i	i	2	i	i	i	8	i	i	i	i
O=C(CC1C(=O)NCCN1C1CCCC1)NCc1cccc(OC(F)(F)F)c1 (centres undefined)	i	i	17	i	i	i	-5	i	i	i	i
OCCCc1nc2n(n1)C(c1cccs1)C=C(c1ccccc1)N2 (centres undefined)	i	/	-36	i	i	i	6	i	i	i	i

Three entries drawn at random from those above, as already listed:
SMILES	RGS4 act	TMEM16A act	HDAC3 inhib	RGS4 block	MrgX1 PAM	MrgX1 antagonist	SKKanGAS inh	TRPC6 inh	MrgX1 agonist	TRPC6 activator	TMEM16A inh
Cc1ccc2oc(=O)c3cnn(CC(=O)NC4CCC(C)CC4)c3c2c1 (centres undefined)	i	i	2	i	i	i	2	i	i	i	i
OCCCc1nc2n(n1)C(c1cccs1)C=C(c1ccccc1)N2 (centres undefined)	i	/	-36	i	i	i	6	i	i	i	i
Nc1nnc(CCN2C(=O)CSC2=O)s1	i	i	-1	i	i	i	-22	i	i	i	i

The results go on.
SMILES	RGS4 act	TMEM16A act	HDAC3 inhib	RGS4 block	MrgX1 PAM	MrgX1 antagonist	SKKanGAS inh	TRPC6 inh	MrgX1 agonist	TRPC6 activator	TMEM16A inh
N#CC1=C(N2CCCCC2)c2cc3c(n2C1=O)CCCC3	i	i	-6	i	i	i	3	i	i	i	i
CCCC1CC(=O)OC1(C)C(=O)CSc1n[nH]c(-c2ccccc2)n1 (centres undefined)	i	/	0	i	i	i	3	i	i	i	i
Cc1ccc(OCc2nnc(NC(=O)OCC(C)C)s2)cc1	i	i	-3	i	i	i	-1	i	i	i	i
CCCc1c(C(=O)N/N=C/C(C)=C/c2ccccc2)nnn1-c1nonc1N	i	i	-1	i	i	i	10	i	i	i	i
CC(=O)Nc1ccc(NC(=O)C(C)OC(=O)CNS(=O)(=O)/C=C/c2ccc(C)cc2)cc1 (centres undefined)	i	i	1	i	i	i	-8	i	i	i	i
O=C(O)CNC(=O)CC12CC3CC(CC(C3)C1)C2	i	i	1	i	i	i	-1	i	i	i	i
CSc1ncc(C(=O)Nc2cccc(Cl)c2)c(C)n1	i	i	2	i	i	i	10	i	i	i	i
CCOC(=O)N1CCN(C(=O)c2cnsn2)CC1	i	i	-2	i	i	i	0	i	i	i	i
CCn1c(COc2ccccc2)nnc1SCC(=O)Nc1ccc(N2CCOCC2)cc1	i	i	-5	i	i	i	-1	i	i	i	i
O=C(NC1CCCCC1)c1cc(Cl)nc2ccccc12	i	i	1	i	i	i	2	i	i	i	i
CCC1(C)Cc2c(sc3nnn(CC(=O)Nc4ccc(Cl)cc4)c(=O)c23)CO1 (centres undefined)	i	i	5	i	i	i	8	i	i	i	i
CCN(Cc1nc(-c2cccc(C)c2)no1)C(=O)c1ccco1	i	i	1	i	i	i	0	i	i	i	i
COC(C[C@@H](O)C[C@H](O)COCc1ccccc1)OC	i	i	/	i	/	/	-2	i	/	i	/
CN(C)CCNc1nc2c(c(=O)[nH]c(=O)n2C)n1CC(O)COc1ccc(Cl)cc1 (centres undefined)	i	i	-7	i	i	i	-2	i	i	i	i
C[C@H]1[C@H]2c3nc4ccccc4n3C[C@H]1ON2C1CCCCC1	i	i	0	i	i	i	-3	i	i	i	i
CC(O)c1nc2ccccc2n1Cc1nnc(-c2ccc(Cl)cc2)o1 (centres undefined)	i	i	-1	i	i	i	-7	i	i	i	i
CC(=O)C(C(C)=O)c1c(Cl)c(O)c(O)c2c(C(=O)c3ccccc3)coc12	i	i	1	i	i	i	-2	i	i	i	i
Cc1cccc(OCC(=O)Nc2ccc3c(c2)OCCO3)c1	/	i	3	/	i	i	/	/	i	/	i
CCC(C)[C@H](NC(=O)NCCCn1ccnc1)C(=O)OC (some centres undefined)	i	i	-6	i	i	i	0	i	i	i	i
Cn1c(=O)oc2cc(S(=O)(=O)N3CCCC(C(=O)Nc4ccc5c(c4)OCCO5)C3)ccc21 (centres undefined)	/	i	4	/	i	i	/	/	i	/	i
NS(=O)(=O)c1ccc(NC(=O)c2ccccc2Cl)cc1	i	i	-6	i	i	i	0	i	i	i	i
Cc1ccc2cc(CN(c3cccc(C)c3C)S(=O)(=O)c3ccccc3)c(=O)[nH]c2c1	i	i	4	i	i	i	14	i	i	i	i
CCOc1cccc(C(=O)Nc2cccc(-c3nnc(-c4ccccc4)o3)c2)c1	i	i	-7	i	i	i	15	i	i	i	i
CC(C)CNC(=O)c1ccc2c(c1)C(=O)N(Cc1ccco1)C2=O	i	i	10	i	i	i	0	i	i	i	i
COc1ccccc1CCC(=O)NNC(=O)c1ccncc1	i	i	-4	i	i	i	-5	i	i	i	i
CCOC(=O)C(N)CSC1CC(=O)N(CCc2ccccc2)C1=O (centres undefined)	i	i	-2	i	i	i	-13	i	i	i	i
CCOC(=O)c1ccc2[nH]c3c(c2c1)CCCCC3=O	i	i	7	i	i	i	-19	i	i	i	i

Hits appear at their usual frequency; about 6.7% have a hit in one of these screens.
